HttQ103 aggreg: qHTS Multiplex Assay to Identify Dual Action Probes in a Cell Model of Huntington: Aggregate Formation (GFP) | PC12 HttQ103-GFP aggregates, Acumen cytometry, 40 h | Potency, µM (titrated, usually from 46.1 µM), for inactives: at the top dose activity change, negative = inhibition, usual class: inhibitors | actives 1.1% (n = 220,000) | AID 1688, 2009; also: % is scaled to controls: 0 for no effect and ±100 for the full control effect; nearly all actives have a fitted effect of over 60% in size
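Ecdysone-promoter PC12 model expressing HTT exon 1 Q103 fused to GFP, induced by tebufenozide at 100 nM final. Compounds titrated; aggregates sized 1–25 µm scored on a 488 nm laser cytometer.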
GAA inh: qHTS Assay for Inhibitors of Human alpha-Glucosidase as a Potential Chaperone Treatment of Pompe Disease. Lysosomal alpha-glucosidase (Homo sapiens), P10253. purified human GAA, 4-MU-alpha-glucoside fluorescence. Potency, µM (doses to about 76.9 µM), for the others: at the highest dose activity change, negative = inhibition, most hits filed as inhibitors. actives 0.005% (n = 200,000). AID 1466, 2008;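 also: plate controls were uninhibited enzyme wells for no effect and no-enzyme background for full effect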
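Read-out is 4-methylumbelliferone fluorescence (Ex 365/Em 440 nm) after NaOH/glycine stop at pH 10. Enzyme 4 nM, substrate 400 uM, pH 5.0 citrate buffer, 20 min room temperature; AC50 from Hill-equation concentration-response.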
IMPase Li cell: qHTS Assay for Identifying the Cell-Membrane Permeable IMPase Inhibitors: Potentiation with Lithium; CHO-M1 cells, IP1 TR-FRET (IP-One), carbachol + lithium; Potency, µM (series often up to 59.4 µM), for the others: at the highest dose activity, negative = IMPase inhibition, usual class: inhibitors; actives 0.35% (n = 210,000);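 also: IP1 builds up when IMPase is blocked and the TR-FRET signal falls; plate controls were basal vehicle for no effect and high inhibitor control for full effect; nearly all actives have a fitted effect of over 50% in size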
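CHO cells stably expressing M1 receptor (2000/well, cultured 16–30 h) treated 30 min at 37C with compound plus low lithium. Cytosolic IP1 by TR-FRET (665/620 ratio and 620 channel) after 10 min lysis; AC50 by Hill fit.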
aGlu spleen mod: qHTS Assay for Inhibitors and Activators of Human alpha-Glucosidase From Spleen Homogenate; Lysosomal alpha-glucosidase (Homo sapiens), P10253; human spleen homogenate, 4-MU-alpha-glucoside fluorescence; Potency, µM (titrated, usually from 79.9 µM), for inactives: top-dose activity change, negative = inhibition, hits mostly inhibitors; actives 0.006% (n = 240,000); AID 2112, 2009;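 also: 0% = enzyme with vehicle and -100% = no enzyme basal signal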
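Human spleen homogenate (1 ug) incubated with compounds and 1 mM 4-methylumbelliferyl-alpha-D-glucopyranoside in pH 5.0 citrate/phosphate buffer, 37 C, 40 min. Stopped at pH 10; 4-MU fluorescence (Ex 365/Em 440 nm); AC50 by Hill fit.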
RGS12 GoLoco inh: qHTS Assay for Inhibitors of RGS12 GoLoco Motif Activity (Red Fluorophore) | Guanine nucleotide-binding protein G(i) subunit alpha-1 (Homo sapiens), P63096 | Gai1:RGS12 GoLoco peptide FP, rhodamine, 10 min | Potency, µM (highest dose often 61.6 µM), for inactives: at the highest dose activity, negative = inhibition, hits mostly inhibitors | actives 0.44% (n = 230,000) | AID 880, 2007; active = well fitted inhibition curve with a large enough effect, not every such curve was filed as active; inactive = no such curve, though single readings can be large or run the other way; also: % is scaled to controls: 0 for no effect and ±100 for the full control effect; nearly all actives have a fitted effect of over 30% in size; many of its hits are not listed in these tables
Target sequence (P63096 whole entry, looked up): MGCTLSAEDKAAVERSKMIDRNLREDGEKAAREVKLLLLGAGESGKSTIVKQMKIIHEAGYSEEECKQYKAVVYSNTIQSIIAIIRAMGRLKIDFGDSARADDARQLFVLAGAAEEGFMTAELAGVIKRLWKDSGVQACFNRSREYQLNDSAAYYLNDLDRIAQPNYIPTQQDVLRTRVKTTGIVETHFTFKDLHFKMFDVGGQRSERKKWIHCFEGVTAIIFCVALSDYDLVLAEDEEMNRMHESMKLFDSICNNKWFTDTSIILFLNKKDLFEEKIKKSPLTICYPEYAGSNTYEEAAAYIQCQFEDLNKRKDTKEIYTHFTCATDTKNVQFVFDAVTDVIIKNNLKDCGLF
HTT cytoprotect: qHTS Multiplex Assay to Identify Dual Action Probes in a Cell Model of Huntington: Cytoprotection (ATP). PC12 HTT-Q103 induced, cytoprotection, ATP luminescence, 40 h. Potency, µM (top dose mostly 56.4 µM), inactives show cytoprotection (ATP increase), actives largely listed as activators. actives 0.14% (n = 230,000). AID 1471, 2008;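 also: % of control where 0% means no effect; nearly all actives have a fitted effect of over 45% in size; toxic huntingtin expression switched on by the ecdysone agonist tebufenozide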
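ATP quantification (ATPlite) reports survival of PC12 cells in which tebufenozide, 100 nM final, switches on Htt exon 1 with 103 glutamines linked to GFP; compounds are titrated.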
GAA glycogen: qHTS Assay for Inhibitors and Activators of Human alpha-Glucosidase Cleavage of Glycogen | recombinant GAA, glycogen substrate, Amplex Red glucose oxidase fluorescence | Potency, µM (top dose mostly 76.4 µM), without a hit: at the top dose activity change, negative = inhibition, most hits filed as inhibitors | actives 0.38% (n = 300,000) | AID 2100, 2009;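 also: 0% = full enzyme reaction and -100% = no-enzyme basal signal; the screen sought inhibitors and activators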
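qHTS, 1536-well; enzyme 4 nM final; cpd up to 77 uM; substrate bovine liver glycogen 30 ug; 50 mM citrate/phosphate pH 5.0, 0.01% Tween-20; 37 C, 40 min; Amplex Red detection 45 min RT; Hill fit → AC50.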
An asterisk follows results filed as active; ? = inconclusive; . = no result given; [ ] = dose if it differs, or a comment. Unless noted, calls follow the shape of the dose curve; as a rule, active = well fitted curve in the direction sought with a large enough effect; inconclusive = small, poorly fitted or top-dose-only effect, or another doubt; inactive = no such curve, though single readings can be large; an effect the other way counts as inactive or inconclusive. Potency is read from the fitted curve at half-maximal effect.

| Compound | aGlu spleen mod | IMPase Li cell | GAA inh | RGS12 GoLoco inh | HttQ103 aggreg | GAA glycogen | HTT cytoprotect |
| --- | --- | --- | --- | --- | --- | --- | --- |
| CN=C(C)/C(C(=O)OC)=C(/O)c1ccccc1F | -3% | . | . | 0% | 7%[9.22 µM] | 7% | 24%[10 µM] |
| COc1ccccc1CN1CCC2(CC1)CCN(C(=O)c1csnn1)CC2 | 8% | 34%[activator] | . | 7% | . | . | 14% |
| Cc1ccc(CNC(=O)C2CCN(S(=O)(=O)N3CCOCC3)CC2)cc1 | -7% | -13%[38.3 µM] | -4% | 3% | 15% | -15% | 1% |
| Cc1cc(C)n2nc(Sc3ncccc3[N+](=O)[O-])nc2n1 | -1% | . | . | -3% | 6%[9.22 µM] | 9% | -3%[10 µM] |
| Cc1ccc(Cl)cc1NC(=O)C(NS(=O)(=O)c1cccs1)c1ccccc1 (configuration not stated) | 6% | 6% | -2% | -7% | 25% | 16% | 22%[10 µM] |
| CCOC(=O)c1c(C)[nH]c(C2=NNC(=Nc3ccccc3)SC2)c1C | 2% | . | -11% | . | 2% | -19% | 24%[10 µM] |
| Cc1ccccc1NC(=O)/C=C/c1ccc([N+](=O)[O-])s1 | -18% | 9% | -4% | -1% | . | 5% | . |
| C/C(=N\NC(=O)c1ccc(CSc2nncn2C)cc1)c1cccs1 | -6% | -3% | 11% | 3% | 3% | -4% | -112%[inhibitor] |
| Cc1ccc(C(=O)N/N=C/c2ccc(-c3cccc(C(F)(F)F)c3)o2)cn1 | -3% | . | . | -4% | -29%[9.22 µM] | -1% | -41%[10 µM] |
| Cc1ccc(CN2CC(C(=O)Nc3cccc(S(=O)(=O)N4CCCCC4)c3)CC2=O)cc1 (configuration not stated) | -6% | 5% | ? | 20% | -23% | -11% | 10%[10 µM] |
| COc1cc2cc(Oc3ccc4ccc(=O)oc4c3)c(=O)oc2cc1OC(=O)C=C(C)C | -5% | . | . | -4% | -5%[9.22 µM] | 6% | -22%[10 µM] |
| c1ccc(-c2c[nH]c3[n+]2CCCCC3)cc1 | -3% | 37%[activator][38.3 µM] | -9% | -1% | -10% | 10% | 8%[10 µM] |
| O=C(c1ccco1)N1CCN(c2nc(C3CC3)nc3c2nnn3Cc2ccccc2Cl)CC1 | -10% | 7% | -6% | 8% | ? | -4% | 4%[10 µM] |
| COc1ccc(C2=NN(C(=O)CSc3nnc(-c4ccccc4F)o3)C(c3ccco3)C2)cc1 (configuration not stated) | 6% | 7% | -5% | 16% | 8% | -5% | -4%[10 µM] |
| CC1=CC(C)(C)n2c(O)c(N=NC(N)=S)c3c(C)c(C)cc1c32 | 5% | . | . | 5% | 65%[9.22 µM] | 0% | -8%[10 µM] |
| COc1cc([N+](=O)[O-])ccc1NC(=O)CSc1nc2ccccc2n1-c1ccccc1 | 0% | 5% | -2% | 19% | 15% | 5% | -25%[10 µM] |
| COc1cc(C(=O)OCC(=O)NCc2ccccc2)cc(NC(=O)c2ccco2)c1OC | -3% | 14%[38.3 µM] | 3% | 1% | 19% | 2% | -30% |
| COc1ccnc(CSC(N)=Nc2ccccc2OC)c1 | 4% | 33%[activator] | 2% | 0% | ? | -17% | -1%[1.9 µM] |
| CCOc1ccc(-n2cnc3c(=O)[nH]c(N)nc32)cc1 | -3% | . | -3% | -10% | 5%[9.22 µM] | -18% | 16%[10 µM] |
| CCC(C)(C)n1nnnc1C(c1cc2cc(C)ccc2[nH]c1=O)N1CCCc2ccccc21 (configuration not stated) | -2% | 31%[38.3 µM] | -13% | -10% | 12% | -7% | 4% |
| OCC1(CCc2ccccc2)CCN(Cc2cc(Cl)ccc2O)CC1 | -1% | 18% | 8% | 14% | 7%[9.22 µM] | 1% | 26%[10 µM] |
| Cc1ccnc(SCCn2c(N3CC(C)CC(C)C3)nc3c2c(=O)n(C)c(=O)n3C)n1 (configuration not stated) | -3% | 0%[38.3 µM] | -1% | 5% | 19%[9.22 µM] | 8% | -6%[0.074 µM] |
| CC1(C)C(=O)C=C[C@@]2(C)C1C=C[C@@]1(C)C2CC[C@@]2(C)C(c3ccoc3)OC(=O)C3OC312 (some centres not stated) | 9% | 11% | . | -1% | . | . | -5% |
| CC(=O)C1(C)CC2(CC(C)(C)OC2=O)C(=O)O1 (configuration not stated) | -9% | -2% | . | -3% | . | . | -1% |
| COc1ccc(C2CCN(CC(=O)N(C)C)CC2O)cc1 (configuration not stated) | -21% | 17% | 7% | 46%[activator] | -7%[9.22 µM] | 16% | 21%[10 µM] |
| CCN(c1ccccc1)c1cc(C)nc2ncnn12 | -1% | 1% | 0% | 6% | -5% | -1% | -11% |
| O=C(CN1CCOCC1)NN=C1CCCCCCCCCCC1 | -5% | 8% | -5% | -2% | 6% | -4% | 30%[10 µM] |
| CCn1c(SC)nc(O)c(C(c2ccc(OC)c(O)c2)c2c(O)nc(SC)n(CC)c2=O)c1=O | -4% | 24%[38.3 µM] | 3% | -4% | 3% | ? | 12% |
| C1CCC(NC2=NCCC2)CC1 | -2% | 1%[38.3 µM] | 12% | -15% | -2% | 4% | -6% |
| C=C(C)C1CC=C(CN2CCC(O)CC2)CC1 (configuration not stated) | 1% | 2%[38.3 µM] | -6% | 4% | -7% | 17% | -4% |
| COc1ccccc1CNc1ncncc1-c1cccnc1 | 11% | -6% | . | 13% | . | . | 9% |
| CCCCn1c(NCc2ccccc2O)nc2ccccc21 | -1% | 34%[activator][38.3 µM] | -2% | 8% | -14% | 2% | -18% |
| CC(NC(=O)CSc1ncccn1)c1ccc(Cl)cc1Cl (configuration not stated) | -14% | 3% | 0% | 8% | 9% | -3% | -5%[10 µM] |
| Cc1ccc(S(=O)(=O)c2c(C)cc(C)nc2Oc2cccc(C(F)(F)F)c2)cc1 | -15% | -9%[38.3 µM] | -12% | -5% | -12% | -6% | 6% |
| CCCCOC(=O)Nc1ccc(S(=O)(=O)Nc2cc(C)nc(C)n2)cc1 | 3% | 18%[38.3 µM] | 0% | -14% | -3% | 2% | 36%[10 µM] |
| CC1(C(=O)N/N=C/c2ccc([N+](=O)[O-])o2)CC1(Br)Br (configuration not stated) | -3% | 9% | -12% | 8% | ? | -2% | 17%[10 µM] |
| CCOc1ccc(NC(=O)c2cnccn2)cc1 | 4% | 8% | -5% | 4% | -19% | 8% | -56%[inhibitor][10 µM] |
| O=C(Nc1ccc(F)cc1)Nc1csc2ccccc12 | 3% | . | . | -3% | -10%[9.22 µM] | 3% | -4%[10 µM] |
| C=CCOC(=O)C(C#N)c1nc2ccccc2nc1N1CCN(c2ccccc2OC)CC1 (configuration not stated) | -7% | 19%[38.3 µM] | -6% | -2% | -7% | -9% | 0%[0.074 µM] |
| COc1c(C)cccc1C(=O)Nc1ccc(CN2CCOCC2)cc1 | -5% | 24%[38.3 µM] | 3% | 1% | -29% | -8% | -2%[10 µM] |
| COc1ccccc1Nc1nc(-c2sc(NC(=O)c3ccco3)nc2C)cs1 | -4% | 7%[38.3 µM] | -6% | 9% | -31% | -12% | -15% |
| COc1ncccc1-c1nnn(-c2ccc(F)cc2)n1 | -5% | 4% | . | -7% | -19%[9.22 µM] | 13% | -18%[10 µM] |
| O=C(O)CCCC(=O)NCCCCc1ccccc1 | 0% | -5%[38.3 µM] | 3% | -7% | 10%[9.22 µM] | 6% | -11% |
| COc1ccc(/C=C/C(=O)c2ccc(O)cc2O)cc1 | -3% | 33% | . | 0% | . | . | . |
| O=C(CNC(=O)c1ccc(Cl)cc1)OCc1nc2ccccc2s1 | -3% | -5% | -6% | -5% | -12% | -7% | -1%[10 µM] |
| C[N+]1(CC(O)COCC2COc3ccccc3O2)CCOCC1 (configuration not stated) | 0% | -1% | 3% | 2µM* | 5% | -9% | ? |
| Cc1cn(C2OC[C@@H](O)[C@@H]2CO)c(=O)[nH]c1=O (some centres not stated) | 8% | 31%[activator] | . | 4% | . | 4% | ? |
| CC(C)C(=O)N1CCC2(CC1)Oc1ccc(Cl)cc1C(=O)C21CC(c2cccnc2)=NO1 (configuration not stated) | -11% | . | . | 8% | 11%[9.22 µM] | 2% | 4%[10 µM] |
| Nc1cc(Cl)c([N+](=O)[O-])cc1O | 0% | -4% | . | -15% | . | . | 19% |
| Cc1ccc(C2=NNC(=O)C(c3c[nH]c4ccccc34)C2)cc1 (configuration not stated) | -3% | 14% | 5% | 1% | 10% | 13% | -4% |
| CCOC(=O)C1(CC2CC2)CCN(Cc2ccc(O)c(Cl)c2)CC1 | -8% | 12% | ? | 3% | -8% | -1% | -40%[inhibitor] |

Single records (already shown). Order of values: aGlu spleen mod	IMPase Li cell	GAA inh	RGS12 GoLoco inh	HttQ103 aggreg	GAA glycogen	HTT cytoprotect
`CCOc1ccc(NC(=O)c2cnccn2)cc1` is listed as 4%	8%	-5%	4%	-19%	8%	-56%[inhibitor][10 µM]
`CC1(C(=O)N/N=C/c2ccc([N+](=O)[O-])o2)CC1(Br)Br` (configuration not stated) is listed as -3%	9%	-12%	8%	?	-2%	17%[10 µM]
`C=C(C)C1CC=C(CN2CCC(O)CC2)CC1` (configuration not stated) is listed as 1%	2%[38.3 µM]	-6%	4%	-7%	17%	-4%
`Nc1cc(Cl)c([N+](=O)[O-])cc1O` is listed as 0%	-4%	.	-15%	.	.	19%
`CC(C)C(=O)N1CCC2(CC1)Oc1ccc(Cl)cc1C(=O)C21CC(c2cccnc2)=NO1` (configuration not stated) is listed as -11%	.	.	8%	11%[9.22 µM]	2%	4%[10 µM]

2 consecutive compounds already listed, for reference:
| Compound | aGlu spleen mod | IMPase Li cell | GAA inh | RGS12 GoLoco inh | HttQ103 aggreg | GAA glycogen | HTT cytoprotect |
| --- | --- | --- | --- | --- | --- | --- | --- |
| Cc1ccc(C2=NNC(=O)C(c3c[nH]c4ccccc34)C2)cc1 (configuration not stated) | -3% | 14% | 5% | 1% | 10% | 13% | -4% |
| CCOC(=O)C1(CC2CC2)CCN(Cc2ccc(O)c(Cl)c2)CC1 | -8% | 12% | ? | 3% | -8% | -1% | -40%[inhibitor] |

Screening data: PubChem BioAssay, National Center for Advancing Translational Sciences (NCATS)

The list is partial; count on the stated rates, not on these rows.
